# Compound activity deposited in PubChem by several laboratories.
# MT stabilize HCS: microtubule stabilizers in HeLa cells, primary screen, imaging, high-content imaging. HeLa tubulin immunostaining HCS, 24 h; share of cells brighter than vehicle mean+2SD. % tubulin-high responders, % at 10 µM. hit rate 0.83% among 200,000. AID 2205, 2009;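 active means plate Z-score above 3 for both tubulin-high and condensed-nucleus cell shares, with cell loss under 80%, at 10 µM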;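 further: anti alpha tubulin signal scored within the nucleus-defined area of each cell; some results filed as inactive read as strong as hits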
# TNAP activators: human TNAP enzyme activators, primary screen, biochemical, luminescent, no phosphate acceptor, uHTS (AID 1001); Alkaline phosphatase, tissue-nonspecific isozyme (Homo sapiens); purified TNAP, luminescent activation assay, no phosphate acceptor; higher activation fold means a stronger effect; activation fold at 20 µM, or EC50 in µM where a hit was titrated; hit rate 0.03% among 200,000; in the data active means activation fold from about 3, or a potency from the dose series; inactive means the rest, 99 in 100 with activation fold below about 1.6; further: many of its hits are not listed in these tables
# human PMI inhibitors: human PMI inhibitors, high substrate, primary screen, biochemical, fluorescence intensity, high mannose 6-phosphate (AID 1220); Mannose-6-phosphate isomerase (Homo sapiens); recombinant PMI enzyme, coupled fluorescence intensity; higher % means a stronger effect; one-dose inhibition, % at 20 µM; IC50 in µM for titrated hits; hit rate 0.66% among 190,000
# T cell HTS: modulators of CD8 T cell-vesicle binding, primary screen, mouse 2C CD8+ T cells, flow cytometry; 2C CD8+ T cell-vesicle binding; hits give low values; calls only at 7 µM; hit rate 0.068% among 330,000; AID 2052, 2009;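 active means response, share of CD8 T cells binding vesicles, and their 90th percentile fluorescence all below set limits, cut at about 80% in these data, passing the limit was not always enough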
#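 Read-out – percent CD8+ FL2 mean versus row control · System – murine 2C transgenic CD8+ T lymphocytes · Times – 1.5 h cell–vesicle binding at 37 °C, then 20 min icy labelling · Control set – naked vesicles low, QL9 vesicles with vehicle high · Detection – cytometric PE anti-B7-1 and Alexa647 anti-CD8 signals after 1% paraformaldehyde fixation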
# human PMI inhibition: inhibitors of human PMI, primary screen, biochemical, fluorescence intensity, coupled assay (AID 1209); hit rate 0.42% among 190,000; one-dose inhibition, % at 20 µM; IC50 in µM for titrated hits; purified PMI enzyme, coupled fluorescence intensity; higher % means a stronger effect; Mannose-6-phosphate isomerase (Homo sapiens);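 further: plate controls were DMSO vehicle for no effect and wells lacking substrate for full effect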
# b-catenin transl: modulators of beta-catenin nuclear translocation, primary screen, imaging, HeLa cells, immunofluorescence, high-content | hit rate 0.3% among 190,000 | nuclear translocation activity, % at 5 µM;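 active means nuclear translocation activity above 50% at 5 µM, with a well cell count of 50 or more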;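 further: per-cell ratio of nuclear to cytoplasmic median beta-catenin stain intensity; plate controls were DMSO negative control for no effect and GSK-3 inhibitor IX positive control for full effect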
#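 System: HeLa cells, endogenous beta-catenin; compound dosing: 5 µM primary single dose, 0.1% DMSO, 0.02–20 µM confirmation series; incubation: 24 h compound exposure at 37°C, 5% CO2; signal: beta-catenin immunofluorescence imaging with DAPI; evaluation: % activation, nuclear-to-cytoplasmic median beta-catenin signal ratio per cell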
# Insulin prom up: insulin promoter activators in MIN6 cells, imaging, high-content screening, mouse beta cells | hit rate 0.3% among 190,000 | AID 1625, 2009 | MIN6 insulin promoter-GFP reporter; hits give high values | z-score at 5 µM;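 active means z-score above 3 at 5 µM with at least 500 cells counted in the well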
# Autophagy HCS: autophagy modulators in MEF cells, primary screen, imaging, high-content, MEF GFP-LC3; calls only at 10 µM (by protocol); MEF GFP-LC3 puncta imaging; test concentration mostly 10 µM; hit rate 0.98% among 190,000;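 active means percentage of spot-positive cells more than 3 SD above its plate mean, without a fluorescence outlier flag or 80% toxicity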;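 further: spot-positive cell cutoff set from DMSO-treated cells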
# Lipid droplet: inhibitors of hepatocyte lipid droplet formation, primary screen, imaging, high-throughput imaging, BODIPY stain. AML12 mouse hepatocytes, oleate lipid droplets. inhibition, % at 6.5 µM. hit rate 0.4% among 240,000;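 active means lipid droplet intensity inhibited by at least 50%, with more than 500 cells counted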
#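 Assay system: AML12 hepatocytes (mouse); Probe or stimulus: oleic acid at 100 µM to induce lipid droplet formation; Dosing: compound at 6.5 µM only; Schedule: compound with oleate, overnight; Detection: fluorescence imaging, 20x objective, two fields per well; Measure: % inhibition of lipid droplet signal.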
# Insulin prom up cell count: also measured in Insulin prom up; calls as there; cell count; measured here: cytotoxicity, nuclei count;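 total cells summed across four imaged fields per well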
# Lipid droplet cells 6.5 µM: further read-out of Lipid droplet, marked with its call; cell count; measured here: cell count, cytotoxicity flag;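 cells counted across two imaged fields per well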
# b-catenin transl cell count 5 µM: also measured in b-catenin transl; calls as there; cell count; measured here: cell count, cytotoxicity flag
# T cell HTS vesicle-bound %: recorded beside T cell HTS, whose call it bears; double positive events, %; measured here: CD8+ vesicle-bound cell fraction;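 binding gate set so that unloaded-vesicle control wells show 10% double positive cells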
# MT stabilize HCS Hoechst-high %: recorded beside MT stabilize HCS, whose call it bears; % Hoechst-high responders; measured here: nuclear condensation Hoechst responders;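 share of cells brighter than vehicle mean plus two SD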
# MT stabilize HCS cytotoxicity %: also measured in MT stabilize HCS; calls as there; toxicity, %; measured here: cytotoxicity by cell density;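 0% = mean cell density of plate MIN control wells and 100% = no cells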
# Autophagy HCS cell loss 18 h: further read-out of Autophagy HCS, marked with its call; toxicity, %; measured here: cell loss, nuclei count;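 cell loss after 18 h compound exposure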
# * hit, by the source's call; i = inactive; nt = no result given. Unless noted, no stated cut-off is given here; in the data, active means inhibition above about 50%; inactive means the rest.
SMILES,MT stabilize HCS,MT stabilize HCS Hoechst-high %,MT stabilize HCS cytotoxicity %,TNAP activators,human PMI inhibitors,T cell HTS,T cell HTS vesicle-bound %,human PMI inhibition,b-catenin transl,b-catenin transl cell count 5 µM,Insulin prom up,Insulin prom up cell count,Autophagy HCS,Autophagy HCS cell loss 18 h,Lipid droplet,Lipid droplet cells 6.5 µM
FC(F)(F)c1nc2ccccc2nc1N/N=C/c1ccc(Cl)cc1,3.2,2.6,9.5,1,-8%,i,38,-1%,nt,nt,nt,nt,i,11,nt,nt
O=C1CC(C(=O)N(c2ccccc2)C(C(=O)NC2CCCC2)c2ccncc2)CS1 (stereo not given),2.8,1.2,4.7,1,1%,i,26,-9%,-1.7,1002,nt,nt,i,11,-19,675
CN(NS(=O)(=O)c1ccc(Cl)cc1)c1cnn(C)c(=O)c1Cl,nt,nt,nt,nt,nt,i,30,nt,-1.6,1159,-0.56,1440,nt,nt,5,627
COC(=O)c1ccccc1NC(=O)Nc1ccc2c(c1)OCO2,1.0,1.4,7.6,1.2,-8%,i,26,-18%,nt,nt,-0.61,1037,i,3,2,787
O=C1C(C=NCc2ccccn2)=C(O)c2ccccc21,3.9,3.3,1.1,0.9,3%,i,34,0%,0.0,1293,0.19,1558,i,23,nt,nt
O=C(Nc1ccccc1)C1CCN(C(=O)c2ccccc2)CC1,0.6,0.9,4.3,1,-2%,i,37,-11%,nt,nt,-0.34,949,i,0,4,725
Cc1onc(-c2ccccc2Cl)c1C(=O)Nc1ccc(-c2nnc3n2CCCCC3)cc1,1.5,1.3,6.3,1.1,8%,i,54,6%,-8.8,936,0.09,1113,i,-7,nt,nt
O=C(Nc1ccccc1Cc1ccccc1)c1ccccc1NS(=O)(=O)c1ccc(Cl)s1,3.7,2.1,9.6,1.1,5%,i,43,2%,-0.2,917,-1,952,i,3,-41,589
CC(C)(C)NC(=O)CSc1nc(O)cc(=O)n1-c1ccccc1,1.1,0.8,6.8,1.1,12%,i,43,12%,-4.8,920,0.06,895,i,-10,2,809
CC(NC(=O)CSCc1ccc(Br)cc1)c1ccccc1 (stereo not given),2.3,1.3,3.1,1,-7%,i,48,2%,-0.4,831,0.94,1127,i,-16,-29,734
CCN(CC)CCNC(=O)CCc1nn(C)c(=O)c2ccccc12,5.2,4.7,9.1,1.2,-7%,i,24,-3%,-0.2,726,-0.74,932,i,-1,nt,nt
Cn1cnnc1SCC(=O)NCCc1ccc(Cl)cc1Cl,3.0,4.2,9.8,1,-13%,i,8,-7%,0.3,1140,0.57,1103,i,8,8,680
O=C1CC(N2CCN(c3ccc(F)cc3)CC2)C(=O)N1c1ccc2c(c1)OCO2 (stereo not given),3.2,1.3,1.7,1.1,24%,i,44,17%,1.9,909,-1.1,1512,i,-20,-3,613
CCOc1ccc(/C=N/Nc2nncc(-c3ccccc3)n2)cc1OC,2.7,1.2,1.2,1.1,-10%,i,44,-7%,-0.8,995,0.07,1316,i,-1,42,720
Cc1ccc(C)c(N(CC(=O)NC2CCCCC2)C(=O)CCC(=O)Nc2ccccn2)c1,1.8,2.5,10,1.1,-5%,nt,nt,1%,2.5,1180,0.26,1067,i,9,0,707
CCN(CC)S(=O)(=O)c1ccc(Cl)c(C(=O)Oc2cccnc2)c1,2.2,2.4,5.7,1,10%,i,22,-4%,5.1,677,1.7,1227,nt,nt,nt,nt
C=CCSC1=C(C#N)C(c2ccccc2C)CC(=O)N1 (stereo not given),1.7,1.8,5.1,1.1,1%,i,47,2%,-0.1,953,0.45,1326,i,1,2,727
Cc1ccc(C)c(NC(=O)COC(=O)Cc2ccsc2)c1,2.6,1.6,3.7,1.1,4%,i,28,8%,-2.8,1076,1.1,1073,i,2,13,695
CC1CCN(C(=O)CCNC(=O)Cn2cnc3sc4c(c3c2=O)CCCC4)CC1,2.0,1.8,8.6,1,12%,i,20,16%,nt,nt,1.3,852,i,-10,3,789
COc1cccc(CSc2nc3ccccc3cc2C=O)c1,14,11,16,1.1,6%,i,14,12%,2.3,1433,0.74,942,i,6,nt,nt
Cc1nnc(SC(C)C(=O)Nc2nccs2)s1 (stereo not given),4.0,2.7,7.2,1.1,-6%,i,46,-4%,1.4,1027,nt,nt,i,0,12,745
C/C(=N\NC(=O)c1ccccc1F)c1ccc(C#N)cc1,1.7,1.1,8.5,1,16%,i,26,2%,-2.0,1118,0.25,1312,i,7,3,661
Cc1ccc(Cc2c(C)nc3nc(SCC(=O)NCCCN4CCOCC4)nn3c2C)cc1,1.2,2.8,9.3,1.1,0%,i,22,3%,-3.4,1035,-0.15,1173,i,-15,0,723
CN(C)CCNC(=O)/C(=C/c1ccc(-c2cccc(Cl)c2)o1)NC(=O)c1ccccc1,4.4,3.1,6.2,1,-10%,i,44,-7%,8.4,451,-0.66,1382,i,-4,6,615
O=[N+]([O-])c1ccc(Sc2ncccn2)c([N+](=O)[O-])c1,nt,nt,nt,nt,nt,i,39,nt,-1.4,1175,0.52,1313,nt,nt,0,665

# Part of the list above, field by field.
> O=C1CC(N2CCN(c3ccc(F)cc3)CC2)C(=O)N1c1ccc2c(c1)OCO2 (stereo not given)
  MT stabilize HCS: 3.2; MT stabilize HCS Hoechst-high %: 1.3; MT stabilize HCS cytotoxicity %: 1.7; TNAP activators: 1.1; human PMI inhibitors: 24%; T cell HTS: i; T cell HTS vesicle-bound %: 44; human PMI inhibition: 17%; b-catenin transl: 1.9; b-catenin transl cell count 5 µM: 909; Insulin prom up: -1.1; Insulin prom up cell count: 1512; Autophagy HCS: i; Autophagy HCS cell loss 18 h: -20; Lipid droplet: -3; Lipid droplet cells 6.5 µM: 613

> CN(NS(=O)(=O)c1ccc(Cl)cc1)c1cnn(C)c(=O)c1Cl
  MT stabilize HCS: nt; MT stabilize HCS Hoechst-high %: nt; MT stabilize HCS cytotoxicity %: nt; TNAP activators: nt; human PMI inhibitors: nt; T cell HTS: i; T cell HTS vesicle-bound %: 30; human PMI inhibition: nt; b-catenin transl: -1.6; b-catenin transl cell count 5 µM: 1159; Insulin prom up: -0.56; Insulin prom up cell count: 1440; Autophagy HCS: nt; Autophagy HCS cell loss 18 h: nt; Lipid droplet: 5; Lipid droplet cells 6.5 µM: 627

# (further entries)
SMILES,MT stabilize HCS,MT stabilize HCS Hoechst-high %,MT stabilize HCS cytotoxicity %,TNAP activators,human PMI inhibitors,T cell HTS,T cell HTS vesicle-bound %,human PMI inhibition,b-catenin transl,b-catenin transl cell count 5 µM,Insulin prom up,Insulin prom up cell count,Autophagy HCS,Autophagy HCS cell loss 18 h,Lipid droplet,Lipid droplet cells 6.5 µM
O=[N+]([O-])c1cccc2ccc(/C=C/c3ccc(Cl)cc3)nc12,11,4.0,2.4,1,-8%,i,6,2%,-0.2,1053,0.3,1302,i,1,-10,585
CC(=O)Nc1ccc(/C=C(\C#N)C(N)=O)cc1,nt,nt,nt,nt,nt,i,61,nt,0.0,1289,-0.12,882,nt,nt,8,642
CCOC(=O)/C=C/c1cnn(-c2ccccc2)c1,1.8,3.1,9.0,1.1,3%,i,54,1%,2.7,467,0.23,1223,i,6,4,617
Cc1c(Cl)cnc(NC(=O)COC(=O)c2cccc(S(=O)(=O)N3c4ccccc4CC3C)c2)c1Cl (stereo not given),3.5,2.2,2.2,1,29%,i,53,16%,nt,nt,0.06,1107,i,7,2,700
O=C(Nc1ccc2c(c1)CCC2)c1cccc(S(=O)(=O)Nc2ccccc2Cl)c1,1.4,3.8,6.9,1.1,12%,i,44,26%,0.1,857,-0.08,1401,i,-3,-6,537
CC(=O)N(CN1C(=O)c2ccccc2C1=O)c1ccc2c(c1)oc1ccccc12,7.0,2.8,6.7,1.1,-3%,i,5,10%,nt,nt,-0.43,1286,i,7,9,697
CCN(CC)c1ccc2cc(C(N)=O)/c(=N\NC(=O)c3ccncc3)oc2c1,1.1,1.3,2.4,0.7,12%,i,34,12%,-2.0,1017,nt,nt,i,18,-3,643
COCCNC(=O)c1onc(CSc2ccccc2C)c1C(=O)O,3.6,1.5,4.8,1.1,-6%,nt,nt,-4%,0.2,1284,-0.55,1701,i,0,nt,nt
COc1ccc(S(=O)(=O)N2CC(C(=O)O)Oc3ccc(CC(=O)O)cc32)cc1 (stereo not given),2.1,0.9,2.9,1,16%,i,36,12%,-0.5,1387,0.02,1540,i,-3,nt,nt
Cc1cc(C(=O)CN2C(=O)NC3(CCCCC3)C2=O)c(C)n1-c1ccc2c(c1)OCO2,11,1.6,11,1.1,4%,i,31,10%,-1.7,1076,0.42,1447,i,-5,-3,657
O=C(Cc1ccccc1)Nc1ccccc1Sc1ccccc1,3.1,2.5,2.3,0.8,-12%,i,43,0%,-1.8,1029,0.41,1301,i,1,-13,704
COc1ccc(NC(=O)CSc2nnc(NC(=O)c3ccco3)s2)cc1,4.2,2.3,12,1.1,-1%,i,29,7%,-1.4,913,-0.04,1344,i,4,-10,666
O=[N+]([O-])c1c(NCCCO)cc(SCc2ccco2)c2nonc12,6.1,2.4,5.0,1.1,42%,i,6,21%,0.3,970,0.11,1000,i,-1,-2,511
COc1ccc(C(=O)NCc2nnc(SCC(=O)N3CCCCC3)o2)cc1OC,1.8,1.2,10,1.2,-11%,i,41,5%,nt,nt,0.4,906,i,-10,-20,741
O=C(Cn1ccc2ccccc2c1=O)NCCC(=O)N1CCN(C2CCCCC2)CC1,1.8,1.7,3.1,1.1,10%,i,17,14%,1.3,900,0.03,1162,i,6,-5,705
CCC1C(=O)CC(c2ccc([N+](=O)[O-])cc2)NC1c1ccc([N+](=O)[O-])cc1 (stereo not given),2.7,0.9,8.0,1,16%,i,33,22%,1.4,1033,1.6,1600,i,8,0,689
